# Screening data from PubChem BioAssay.
# HCV NS3 hel inh: blocks Hepatitis C virus NS3 helicase unwinding | NS3 helicase DNA unwinding, Cy5 molecular beacon fluorescence | inhibition, % at 10.9 µM | 290,000 tested, 0.56% active | AID 1800;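 active = inhibition above the mean of all tested compounds plus 3 SD, set per campaign, cut at about 35% in these data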;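 note: 0% = DMSO wells and 100% = thioflavine S control wells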
#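 Measured by: Cy5 fluorescence, 0 and 60 min reads / Assay system: NS3 helicase fragment of HCV / Control set: low DMSO, high thioflavine S at 110 µM / Times: 1 h reaction at 25 °C, ATP-initiated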
# DNA FID counter: fluorescent intercalator displacement, NS3 helicase counter-screen; DNA fluorescent intercalator displacement, fluorescence; inhibition, % at 7.9 µM; 290,000 tested, 0.17% active; in the data active = inhibition above about 37%;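 note: 0% = vehicle and 100% = reference compound; higher means more ethidium bromide displaced from hairpin DNA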
# UBC9 SUMO inh: inhibitors of human SUMOylation (UBC9); inhibition, % at 35 µM; P63279; 290,000 tested, 0.36% active; AID 2006; HTRF SUMOylation assay, SAE1/SAE2 + UBC9, in vitro; in the data active = inhibition above about 50%, passing the limit was not always enough; note: strong numbers were not always called active
# Target sequence (P63279 whole entry, looked up): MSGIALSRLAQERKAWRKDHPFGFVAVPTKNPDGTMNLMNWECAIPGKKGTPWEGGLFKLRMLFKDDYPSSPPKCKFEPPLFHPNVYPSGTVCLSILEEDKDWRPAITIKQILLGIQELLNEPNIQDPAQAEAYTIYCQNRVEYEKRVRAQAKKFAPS
# IMP-1 inhibitor: inhibitors of Pseudomonas aeruginosa IMP-1 metallo-beta-lactamase. purified IMP-1, nitrocefin hydrolysis, epi-absorbance fluorescence. inhibition, % at 5.6 µM. 290,000 tested, 0.45% active. AID 1556;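 active = inhibition above the mean plus 3 SD of all compounds in the same screening run, cut at about 4.5% in these data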;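 note: 0% = IMP-1 with DMSO and 100% = DMSO wells lacking enzyme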
#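 Assay system: purified IMP-1; Quantity: IMP-1 0.2 nM before substrate addition; Medium: HEPES buffer pH 7.1 with ZnSO4 and Brij 35; Incubation: 15 min enzyme–compound preincubation, then 25 min nitrocefin reaction, 25 °C; Signal: fluorescence quenching readout, ex 480/em 530 nm; Controls: DMSO with and without IMP-1; Repeats: singlicate testing.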
# NALP1 yeast inh: NALP1 inhibition; S. cerevisiae NALP1/ASC/caspase-1 growth, X-gal OD620, 72 h; inhibition, % at 10 µM; 280,000 tested, 0.61% active; AID 2071; in the data active = inhibition mostly above about 24%, no sharp cut-off; inactive = mostly below about 32%; note: some compounds called inactive have numbers as strong as hits
# VIM-2 inhibitor: blocks Pseudomonas aeruginosa VIM-2 metallo-beta-lactamase. 290,000 tested, 0.89% active. purified VIM-2, nitrocefin hydrolysis, epi-absorbance fluorescence. inhibition, % at 5.6 µM;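 active = inhibition above the mean of all tested compounds plus 3 SD, cutoff set per screening run, cut at about 7.5% in these data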;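 note: red hydrolysis product quenches plate fluorescence so inhibitors raise well fluorescence; 0% = enzyme with DMSO and 100% = DMSO without enzyme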
# MEKK2mut PB1 HTS: signal of MEK5 binding to mutant human MEKK2 PB1 domain | bead flow cytometry, Alexa488-MEK5 binding to MEKK2 mutant | AID 1530 | percent response, % at 10 µM | 290,000 tested, 0.35% active; in the data active = percent response above about 24%, passing the limit was not always enough; note: inactives centre near 1; some results filed as inactive read as strong as hits
# M18AAP inhibitor: PfM18AAP enzyme inhibition | recombinant PfM18AAP, H-Glu-NHMec fluorogenic cleavage | 290,000 tested, 1.2% active | inhibition, % at 7.35 µM | AID 1822;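 active = inhibition above the campaign mean inhibition over all tested compounds plus 3 SD, cut at about 28% in these data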;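 note: 0% = plate median of test compound wells and 100% = 2 mM ZnCl2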
# MEKK2wt PB1 HTS: raises or lowers MEK5 binding to wildtype human MEKK2 PB1 domain; Q9Y2U5; bead flow cytometry, Alexa488-MEK5 binding to MEKK2 WT; actives lie on both sides; binding response (% of control), % at 10 µM; 290,000 tested, 1.1% active; AID 1531; in the data active = binding response below about 67% or above about 130%
# The depositor's hits bear a star; · = no result given.
SMILES,HCV NS3 hel inh,DNA FID counter,UBC9 SUMO inh,IMP-1 inhibitor,NALP1 yeast inh,VIM-2 inhibitor,MEKK2mut PB1 HTS,M18AAP inhibitor,MEKK2wt PB1 HTS
O=c1c2ccccc2cnn1Cc1n[nH]c(=S)n1-c1ccccc1,3,-8,-2,-3.0,8,6.4,4,35*,104
Cc1c(Cl)cccc1NC(=O)CCN1CCCCC1,0,2,1,-2.3,11,-0.9,-1,-2,101
Cc1ccccc1N(Cc1cc(=O)[nH]c2ccccc12)C(=O)C(C)C,0,-28,3,-3.7,8,-1.6,6,2,102
O=C(CSc1nc2ccccc2c(=O)[nH]1)NCc1ccc(Cl)cc1,3,-6,11,-1.6,4,-1.6,·,0,·
COc1ccc(-c2cc(C(=O)N3CCCCCC3)no2)cc1,-7,-30,8,-2.9,16,-2.8,6,1,105
N#Cc1cc([N+](=O)[O-])ccc1NCCN1CCOCC1,-5,5,3,-3.4,4,-1.5,-4,-1,95
Nc1c(C(=O)Nc2ccccc2F)sc2nc(Cc3ccccc3)cc(C(F)(F)F)c12,-5,-1,26,-2.6,21,-3.2,-1,-6,90
Nc1ncc2c(n1)CCN(c1ccc([N+](=O)[O-])cc1)C2,1,-2,8,-3.1,5,-1.1,18,9,103
Cc1nc2ccccc2c(=O)n1NC(=O)c1ccccc1F,-10,-8,-4,-3.1,8,-3.4,9,-12,104
COc1cccc(C(C2=C(O)CC(C)(C)CC2=O)C2C(=O)CC(C)(C)CC2=O)c1 (stereo not drawn),1,-5,10,0.8,32,2.1,-2,-13,71
O=C(CCn1nnc2ccccc21)OCC(=O)c1ccc([N+](=O)[O-])cc1,1,-3,12,-2.4,3,-2.2,2,22,100
CCOC(=O)c1cnc2c(C)c(Cl)ccc2c1N1CCOCC1,1,0,0,-3.1,-12,-2.8,·,1,·
O=C(COC(=O)c1ccc(S(=O)(=O)Nc2ccccc2)cc1)NC1CCCC1,2,-21,6,-1.1,3,0.0,-10,-3,87
CCCN1Cc2cccc(C(=O)Nc3ccc4c(c3)OCO4)c2C1=O,2,-1,16,-1.9,3,-1.1,·,1,·
CCSc1nnc(C)c2ccccc12,4,-4,13,-2.7,8,1.8,6,3,108
CCCn1c(C(C)C)n[nH]c1=S,-4,-2,-4,-2.7,·,26*,12,3,109
O=c1c2ccccc2cnn1CCOc1ccccc1,-6,-2,-17,1.7,39,1.9,-3,-15,93
Cc1ccc(N(C(=O)c2csnn2)C(C(=O)NCc2ccccc2)c2ccccn2)cc1 (stereo not drawn),34,-30,9,-2.1,-8,0.0,-3,-3,102
O=C(c1c[nH]c2ccc(S(=O)(=O)N3CCOCC3)cc2c1=O)N1CCCC1,-10,-3,12,-0.2,-3,-1.9,4,-2,104
COc1cccc(-c2cc(C(=O)Nc3cccc(O)c3)no2)c1,-11,-7,4,-5.4,9,-2.1,5,7,107

# Part of the list above in another layout.
Structure	HCV NS3 hel inh	DNA FID counter	UBC9 SUMO inh	IMP-1 inhibitor	NALP1 yeast inh	VIM-2 inhibitor	MEKK2mut PB1 HTS	M18AAP inhibitor	MEKK2wt PB1 HTS
Cc1c(Cl)cccc1NC(=O)CCN1CCCCC1	0	2	1	-2.3	11	-0.9	-1	-2	101
Cc1ccccc1N(Cc1cc(=O)[nH]c2ccccc12)C(=O)C(C)C	0	-28	3	-3.7	8	-1.6	6	2	102
O=C(CSc1nc2ccccc2c(=O)[nH]1)NCc1ccc(Cl)cc1	3	-6	11	-1.6	4	-1.6	·	0	·

# Carrying on:
SMILES,HCV NS3 hel inh,DNA FID counter,UBC9 SUMO inh,IMP-1 inhibitor,NALP1 yeast inh,VIM-2 inhibitor,MEKK2mut PB1 HTS,M18AAP inhibitor,MEKK2wt PB1 HTS
COC(=O)c1c(NC(=O)CN2CCN(S(=O)(=O)c3ccccc3)CC2)sc2c1CCC(C)C2 (stereo not drawn),3,1,-19,-2.7,11,-3.0,12,0,113
CC(=O)c1cccc(NC(=O)c2ccc3c(Cl)c4c(nc3c2)CCCC4)c1,2,3,16,-2.2,24,-2.4,13,-4,103
O=C(CN1C(=O)c2ccccc2C1=O)N1CCN(C(=O)c2ccco2)CC1,1,-3,1,-1.3,10,-0.7,-6,-4,97
O=C(C1CCN(S(=O)(=O)c2cccnc2)CC1)N1CCN(C2CCCC2)CC1,3,-1,16,-4.6,-14,-4.2,6,8,107
CC1CCN(Cc2c(C(=O)N/N=C/c3cc(Br)ccc3O)nnn2-c2nonc2N)CC1,-10,-14,76*,-1.6,11,-2.6,-4,4,97
COc1ccc(C2=NOC(C(=O)NCC(C)C)C2)cc1 (stereo not drawn),3,-8,18,-1.0,17,-1.0,7,-3,110
Cc1nc2ccccn2c1C(=O)NN,-4,2,12,-1.1,28,-2.8,8,-1,101
Cc1cc(S(=O)(=O)NCCCN2CCOCC2)ccc1F,4,-4,-1,-2.4,4,-4.4,2,-2,107
CCN(CC)C(=O)c1oc2ccc(S(=O)(=O)N3CCCCCC3)cc2c1C,6,-20,-3,-4.0,-7,-2.1,6,-2,104
CC(=O)c1sc(Nc2cccc(C)c2)nc1C,-11,-10,1,1.7,14,2.9,-19,16,73
COc1cccc(-n2c(SCC(=O)O)nnc2-c2cccnc2)c1,-1,-2,9,-5.4,-37,1.7,-4,4,97
O=C(CSc1nnc(Nc2ccccc2F)s1)c1cc2ccccc2o1,11,-3,13,-2.4,38,-6.4,-2,9,94
Cc1cc(Cl)cc(Cl)c1OCCOc1cccc2cccnc12,-6,-18,-10,-0.3,1,-2.4,3,2,109
CCNc1nc(NC(C)CC)nc(Oc2ccc(OCC)nn2)n1 (stereo not drawn),6,-15,6,-0.7,17,-1.6,-3,-2,95
CCOCCCNC(=O)CCn1ccc2cc(S(=O)(=O)N3CCCC3)ccc21,10,-19,25,0.2,26,1.0,-1,-12,98
COc1ccc(CN(C(=O)c2nsc(Cl)c2Cl)C(C(=O)NC2CCCC2)c2ccc(OC)cc2)cc1 (stereo not drawn),9,-24,-30,-0.4,20,-2.0,-1,-5,93
COC(=O)c1cn(C(=O)c2ccccc2F)nc1N,-4,1,4,-2.5,·,-3.2,7,7,106
Cc1ccc(N(CC(=O)NCc2ccc(Cl)cc2)S(C)(=O)=O)cc1,-7,-24,9,-5.4,-12,-3.3,3,2,103
Cc1ccc(CNc2nc(C)cs2)cc1,-2,-8,-8,0.5,44,-1.9,-5,1,97
CC(C)(C)NC(=O)C(=O)NNC(=O)COc1ccccc1,1,-2,-8,-4.5,21,-3.4,3,11,100
CC(C)(C)c1cc(N)n(-c2ccc(C(=O)O)cc2)n1,12,-31,7,-3.0,11,-5.0,0,0,113
CCn1c(SCc2ccc(F)cc2)nnc1C1CCN(S(=O)(=O)c2ccc(OC)cc2)CC1,-4,-34,-10,-0.1,31,-2.7,3,6,108
O=C(COC(=O)c1cc([N+](=O)[O-])ccc1N1CCOCC1)Nc1ccc(Cl)cc1,-5,8,4,-3.6,11,-0.6,8,14,103
Cc1cc(-n2nc3ccccc3n2)c(O)c([N+](=O)[O-])c1,13,-9,-5,-4.7,1,-1.8,12,-2,109
O=C(/C=C/c1ccc(F)cc1)Nc1nc2ccccc2[nH]1,0,-2,20,-3.6,22,-1.7,1,-13,112
CC(c1nnc(SCC(=O)Nc2cc([N+](=O)[O-])ccc2F)n1Cc1ccccc1)N(C)C (stereo not drawn),-12,-2,4,-4.5,15,-3.4,-1,3,93
CCCCn1c(-c2c(Cl)c(C)nn2C)n[nH]c1=S,13,-20,-1,-4.3,-9,1.6,4,23,103
O=C(COC(=O)Cc1ccc(F)cc1)NCc1ccco1,1,-2,-27,-2.5,-6,-2.0,-2,6,102
CC(C(=O)NC1C(=O)N2C(C(=O)O)=C(CSc3nnnn3C)CSC12)n1cc(Br)cn1 (stereo not drawn),17,-25,-4,-2.8,2,0.6,-6,8,95
COc1cc(NC(=O)C2CCC(CNc3c(N4CCCCC4)c(=O)c3=O)CC2)cc(OC)c1 (stereo not drawn),0,-30,-9,-5.7,38,-1.8,-7,2,95
Cc1csc(SCC(=O)Nc2sc3c(c2C#N)CCC3)n1,3,-10,0,-2.7,8,-3.2,5,6,101
CCCc1nnc(N2C(=O)c3cccc4cccc(c34)C2=O)s1,4,-7,13,2.0,23,8.7*,3,4,104
CCn1c(=NC(=O)C2COc3ccccc3O2)sc2c(OC)ccc(OC)c21 (stereo not drawn),2,-1,7,-1.0,-2,-0.4,-5,-3,93
CCCc1ccc(OCC(O)CN2CCN(c3ccccc3)CC2)cc1 (stereo not drawn),-43,7,5,0.2,8,0.3,5,-12,108
C=CCn1c(SCC(=O)C(C)(C)C)nnc1-c1cccs1,4,-8,11,-1.9,24,-2.7,-1,0,103
CC1(C)CC(=O)N(c2ccccc2)C1(C)O (stereo not drawn),6,-2,14,-2.2,-7,-0.2,-1,-9,97
COc1ccc(C2OC(=O)C(C)(C)C(=O)C2(C)C)cc1OC (stereo not drawn),-9,-8,-3,-3.7,-3,-3.4,-18,4,84
COc1ccc(CCNC(=O)COC(=O)c2cnccn2)cc1,5,-1,0,-2.1,26,-0.3,9,-3,104
COc1ccc(-n2c(=S)[nH]c3cc(C(=O)Nc4ccccc4OC)ccc3c2=O)cc1,-3,-6,9,-3.5,18,-5.0,-1,-9,103
O=C(CN(Cc1ccc(Br)cc1)S(=O)(=O)c1ccccc1)NCc1ccncc1,-2,-21,-8,-0.9,22,1.1,4,-2,106
CCOc1cc(S(=O)(=O)NCc2ccccc2)ccc1F,-1,-3,1,-2.1,6,-1.8,4,13,103
CC(Sc1nnc(Cc2cccs2)n1C1CCCCC1)C(N)=O (stereo not drawn),-1,-15,38,-2.3,20,-2.6,4,4,101
CCC(C)NC(=O)Nc1ccccc1F (stereo not drawn),-4,-1,9,-5.0,30,0.2,0,0,100
CC(C)N(CC#CCC(O)(c1ccccc1)c1ccccc1)CCO,-1,8,4,-2.3,17,-0.9,-8,-14,94
CN(c1ccc(C(=O)NCc2ccco2)cc1)S(C)(=O)=O,-2,-1,2,-4.4,-16,-1.9,4,1,106
COc1ccc([C@@H]2C(C#N)=C(N)S[C@@H](c3ccccc3)[C@@H]2[N+](=O)[O-])cc1,-3,-6,6,-0.8,24,-2.3,2,10,105
COc1cccc(-c2nnc(SCc3cccnc3)o2)c1,1,-17,10,-1.4,26,1.4,-1,-8,96
CCCCCn1cnc2sc(-c3ccccc3)cc2c1=O,0,-6,18,-2.0,-12,0.2,1,-4,95
COc1cccc(C(=O)NC2CC3CCCC(C2)N3CC(=O)Nc2ccc(N(C)C)cc2)c1 (stereo not drawn),0,7,-10,-5.9,-8,-2.0,2,-4,110
Cc1cc2c(c(=O)n1Cc1ccccn1)C(c1ccc3c(c1)OCO3)C(C#N)=C(N)O2 (stereo not drawn),-7,-4,4,-1.4,-2,1.5,-5,6,95
COc1cccc(C(=O)Nc2cccc(-c3nnc(-c4ccco4)o3)c2)c1,-6,-18,16,-2.5,-1,-2.2,5,5,105
